CHOP UPR activ: apoptotic UPR (CHOP) activation | CHO-CHOP luciferase reporter, luminescence; percent of tunicamycin response over DMSO baseline | activation, % at 10 µM | 330,000 compounds, 0.34% hits | AID 449763;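 active = at 10 µM dose, activation of 40% or more, normalized to positive control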;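 note: 100% = tunicamycin at 10 µg/mL and 0% = DMSO alone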
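Test system: CHO CHOP reporter cells. Input: 500 CHO-CHOP cells per well. Medium: F12 with 10% FBS. Technique: luciferase luminescence. Measure: percent activation relative to tunicamycin control. Dosing: 10 µM compound, 0.5% DMSO. Timing: 16-18 h cell attachment, then 6 h compound exposure, 37 °C.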
tim23-1 inh: growth inhibitors of tim23-1 mutant yeast. S. cerevisiae tim23-1 growth, BacTiter-Glo luminescence, 24 h. inhibition, % at 20 µM. 330,000 compounds, 1.3% hits. AID 463212;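 active = growth inhibition of the mutant yeast at or above 50%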;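 note: temperature-sensitive mutant grown at 25 °C; plate controls were DMSO-treated mutant yeast for no effect and medium wells lacking yeast for full effect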
EBI2 antag: antagonists of human EBI2 receptor | P32249 | EBI2 beta-arrestin recruitment, luminescence, 7a,25-OHC stimulated | inhibition, % at 5 µM | 360,000 compounds, 0.81% hits | AID 651636; in the data active = inhibition above about 38%;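 note: enzyme fragment complementation signal reports receptor beta-arrestin coupling in cells; 0% = agonist plus DMSO wells and 100% = wells without agonist; some results beyond the cut were filed as inactive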
Target sequence (P32249 whole entry, looked up, the tested form may be a part): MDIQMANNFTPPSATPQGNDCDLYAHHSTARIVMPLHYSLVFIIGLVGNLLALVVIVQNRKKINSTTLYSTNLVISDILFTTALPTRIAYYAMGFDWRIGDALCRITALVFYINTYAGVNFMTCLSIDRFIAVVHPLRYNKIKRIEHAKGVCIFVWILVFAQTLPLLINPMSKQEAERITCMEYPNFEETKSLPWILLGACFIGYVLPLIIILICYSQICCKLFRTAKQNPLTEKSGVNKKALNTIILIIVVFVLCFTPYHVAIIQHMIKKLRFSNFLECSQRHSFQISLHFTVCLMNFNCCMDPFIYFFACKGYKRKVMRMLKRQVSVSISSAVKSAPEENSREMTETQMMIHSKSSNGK
CCR6 antag: blocks CCL20-driven beta-arrestin recruitment at human CCR6 | inhibition, % at 20 µM | CHO-K1 CCR6 PathHunter beta-arrestin, luminescence, CCL20-stimulated | AID 493098 | 340,000 compounds, 0.49% hits;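 active = compounds whose inhibition of the agonist-driven luminescence signal at 20 µM reaches about 50%, limit read from the data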;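 note: cells stimulated with CCL20 at 14 nM final; plate controls were DMSO with CCL20 for no effect and DMSO without agonist for full effect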
Target sequence (P51684 whole entry, looked up): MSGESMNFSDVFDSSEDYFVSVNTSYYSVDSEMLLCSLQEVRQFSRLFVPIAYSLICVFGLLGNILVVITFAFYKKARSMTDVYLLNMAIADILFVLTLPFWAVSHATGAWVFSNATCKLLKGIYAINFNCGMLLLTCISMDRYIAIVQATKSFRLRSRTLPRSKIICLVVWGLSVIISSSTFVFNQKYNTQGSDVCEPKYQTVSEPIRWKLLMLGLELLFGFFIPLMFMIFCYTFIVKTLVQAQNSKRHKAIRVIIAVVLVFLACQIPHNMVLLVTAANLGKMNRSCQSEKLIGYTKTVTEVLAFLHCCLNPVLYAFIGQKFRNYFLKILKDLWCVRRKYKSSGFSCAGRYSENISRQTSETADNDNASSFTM
UPR XBP1 act: adaptive UPR (XBP1) activation; CHO-XBP1 luciferase reporter, IRE1-XBP1 UPR activation, luminescence; percent of tunicamycin response, DMSO as zero; 330,000 compounds, 0.33% hits; activation, % at 20 µM;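 active = versus positive control, 20 µM dose yields 30% or more activation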;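 note: 100% = tunicamycin at 10 µg/mL and 0% = DMSO only wells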
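Assay system: CHO-XBP1 luciferase reporter cells; Schedule: 6 h treatment, 37 °C; Detection: glow luminescence from Steady-Glo reagent; Benchmarks: high control tunicamycin 10 µg/mL final, low control DMSO vehicle only.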
CXCR6 block: CXCR6 (human) receptor inhibition; 360,000 compounds, 0.36% hits; inhibition, % at 20 µM; AID 602244; CHO-K1 PathHunter CXCR6 beta-arrestin, luminescence; in the data active = inhibition above about 34%, passing the limit was not always enough;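 note: antagonist mode with CXCL16 agonist at 10 nM final; 0% = 10 nM CXCL16 with DMSO and 100% = unstimulated wells without agonist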
Target sequence (O00574 whole entry, looked up): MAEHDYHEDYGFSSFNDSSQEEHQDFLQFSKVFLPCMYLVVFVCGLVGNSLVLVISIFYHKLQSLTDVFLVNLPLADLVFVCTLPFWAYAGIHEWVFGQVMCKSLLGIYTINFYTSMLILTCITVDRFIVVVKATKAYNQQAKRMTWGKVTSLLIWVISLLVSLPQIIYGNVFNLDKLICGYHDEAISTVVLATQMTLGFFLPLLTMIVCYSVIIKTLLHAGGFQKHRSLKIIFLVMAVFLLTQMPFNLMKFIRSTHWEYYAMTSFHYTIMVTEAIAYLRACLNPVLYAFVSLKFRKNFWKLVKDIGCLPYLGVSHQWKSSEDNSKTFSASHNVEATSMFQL
APJ ag: agonists of human APJ apelin receptor; activation, % at 20 µM; 330,000 compounds, 0.11% hits; CHO-K1 APJ PathHunter beta-arrestin, luminescence; 0% DMSO wells, 100% apelin; AID 2520; P35414;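 active = activation more than six SD over the plate average, tested at 20 µM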;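 note: 0% = DMSO alone and 100% = apelin-13 at 10 nM; some results filed as inactive read as strong as hits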
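Test system – PathHunter CHO-K1 APJ (AGTRL-1) beta-arrestin reporter cells · Input – 1000 cells/well · Compound – single test compound dose, 20 µM final, 1% DMSO · Times – compound stimulation 90 min at 25 °C, detection 60 min · Technique – beta-gal luminescence · Read-out basis – APJ–arrestin association signal · Control set – negative DMSO alone, positive Apelin-13 at 10 nM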
APJ antag: APJ receptor antagonism; CHO-K1 APJ beta-arrestin complementation, luminescence; 330,000 compounds, 0.32% hits; inhibition, % at 20 µM;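 active = inhibition above about 40% at 20 µM, limit read from the data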;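 note: cells challenged with 10 nM apelin-13 agonist together with compound; plate controls were apelin-13 plus DMSO wells for no effect and DMSO wells lacking apelin-13 for full effect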
Mdm2 MdmX PPI: inhibitors of human Mdm2/MdmX interaction; O15151+Q00987; SaOS-2 split-luciferase Mdm2/MdmX complementation, luminescence; inhibition, % at 8 µM; 330,000 compounds, 3% hits; AID 485346;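 active = inhibition of at least 50% at 8 µM in the primary screen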
The depositor's hits bear a star.

For Nc1cccc2c1C(=O)N(C(=O)/C=C/c1ccc(F)cc1)C2=O the results were CHOP UPR activ 5.0, tim23-1 inh 74*, EBI2 antag 2, CCR6 antag 61*, UPR XBP1 act 1, CXCR6 block 48*, APJ ag 0, APJ antag 36 and Mdm2 MdmX PPI 41.
Screening COc1ccc(Cl)cc1NC(=S)NNC(=O)c1cccnc1 returned CHOP UPR activ -1.3, tim23-1 inh 5, EBI2 antag -6, CCR6 antag 13, UPR XBP1 act -3, CXCR6 block 2, APJ ag -2, APJ antag -5 and Mdm2 MdmX PPI 18.
O=C(O)c1cccc(NC(=O)c2ccc(COc3ccc(Cl)cc3)cc2)c1 was read as CHOP UPR activ -0.9, tim23-1 inh -12, EBI2 antag -15, CCR6 antag 12, UPR XBP1 act 1, CXCR6 block -5, APJ ag 1, APJ antag -2 and Mdm2 MdmX PPI 13.
Screening CC(=O)c1cccc(NC(=O)CCCCCn2nnc3ccccc3c2=O)c1 returned CHOP UPR activ -0.6, tim23-1 inh 22, EBI2 antag -7, CCR6 antag 8, UPR XBP1 act 0, CXCR6 block 2, APJ ag 1, APJ antag 4 and Mdm2 MdmX PPI 12.
For COc1ccc(C)cc1NS(=O)(=O)c1ccc(Br)s1 the results were CHOP UPR activ -1.2, tim23-1 inh 36, EBI2 antag 0, CCR6 antag -3, UPR XBP1 act -4, CXCR6 block 1, APJ ag -5, APJ antag 2 and Mdm2 MdmX PPI 15.
O=C(NC1=NCCS1)c1cccc(N2C(=O)c3ccccc3C2=O)c1 was read as CHOP UPR activ -0.3, tim23-1 inh 15, EBI2 antag 9, CCR6 antag 4, UPR XBP1 act 5, CXCR6 block -2, APJ ag -1, APJ antag 3 and Mdm2 MdmX PPI -15.
Screening CSC1=C(C#N)C(c2ccc3c(c2)OCO3)C2=C(CCCC2=O)N1 (stereo unspecified) returned CHOP UPR activ -0.1, tim23-1 inh 19, EBI2 antag -3, CCR6 antag 0, UPR XBP1 act -2, CXCR6 block -12, APJ ag 3, APJ antag 2 and Mdm2 MdmX PPI 20.
For CC(Oc1ccc(Cl)cc1Cl)C(=O)NCCN1CCOCC1 (stereo unspecified) the results were CHOP UPR activ -2.6, tim23-1 inh 1, EBI2 antag 0, CCR6 antag 6, UPR XBP1 act -1, CXCR6 block 5, APJ ag -5, APJ antag 17 and Mdm2 MdmX PPI 11.
For O=C(OC1CCOC1=O)c1cc(-c2cccc(Br)c2)nc2ccccc12 (stereo unspecified) the results were CHOP UPR activ -0.4, tim23-1 inh 25, EBI2 antag 4, CCR6 antag 6, UPR XBP1 act 2, CXCR6 block 6, APJ ag -4, APJ antag -14 and Mdm2 MdmX PPI -9.
For Cc1cc(-c2ccc(NC(=O)[C@@H]3CCCC[C@@H]3C(=O)O)c(C)c2)ccc1NC(=O)[C@@H]1CCCC[C@@H]1C(=O)O the results were CHOP UPR activ 1.6, tim23-1 inh 14, EBI2 antag 4, CCR6 antag 11, UPR XBP1 act -1, CXCR6 block 0, APJ ag 2, APJ antag -10 and Mdm2 MdmX PPI -10.
For Cc1cc(C)c2c(N)c(C(=O)N/N=C/c3cccnc3)sc2n1 the results were CHOP UPR activ 2.1, tim23-1 inh 0, EBI2 antag 9, CCR6 antag -3, UPR XBP1 act 5, CXCR6 block -6, APJ ag -4, APJ antag 7 and Mdm2 MdmX PPI 7.
COc1ccc(-n2c(=O)cc(N3CCN(c4ccccc4)CC3)[nH]c2=O)cc1 was read as CHOP UPR activ -1.0, tim23-1 inh 5, EBI2 antag -10, CCR6 antag -1, UPR XBP1 act -1, CXCR6 block 1, APJ ag -1, APJ antag -2 and Mdm2 MdmX PPI 2.
CSC1=NCCN1C(=O)c1cccc(C(F)(F)F)c1 was read as CHOP UPR activ -1.0, tim23-1 inh 15, EBI2 antag -5, CCR6 antag -28, UPR XBP1 act 0, CXCR6 block 4, APJ ag 3, APJ antag 30 and Mdm2 MdmX PPI 23.
For Cc1ccc(S(=O)(=O)NCCC(=O)NCCOc2ccccc2)cc1 the results were CHOP UPR activ 0.6, tim23-1 inh 16, EBI2 antag 14, CCR6 antag -3, UPR XBP1 act -3, CXCR6 block 0, APJ ag -1, APJ antag 2 and Mdm2 MdmX PPI 21.
For CCCN(CCC)CCCNC(=O)c1cc2c(-c3ccc(OC)c(OC)c3)nn(C)c2s1 the results were CHOP UPR activ 0.8, tim23-1 inh 9, EBI2 antag 7, CCR6 antag 11, UPR XBP1 act -5, CXCR6 block 3, APJ ag -1, APJ antag 19 and Mdm2 MdmX PPI 13.
For CN(C)S(=O)(=O)c1ccc(Cl)c(C(=O)NNC(=O)Cn2ccc(C(F)(F)F)n2)c1 the results were CHOP UPR activ 0.3, tim23-1 inh 0, EBI2 antag 3, CCR6 antag 4, UPR XBP1 act 3, CXCR6 block 0, APJ ag -1, APJ antag 15 and Mdm2 MdmX PPI 17.
Screening COC(=O)C1N[C@@H]([C@@H](NC(=O)COc2ccccc2)C(=O)NCc2ccsc2)SC1(C)C (stereo partly specified) returned CHOP UPR activ -1.1, tim23-1 inh 5, EBI2 antag -5, CCR6 antag 14, UPR XBP1 act -2, CXCR6 block 0, APJ ag -2, APJ antag 23 and Mdm2 MdmX PPI 9.
CC(C(=O)NC1CCCC1)N(Cc1ccco1)C(=O)c1snc(C(=O)NC2CCCC2)c1N (stereo unspecified) was read as CHOP UPR activ 0.9, tim23-1 inh 29, EBI2 antag -10, CCR6 antag 7, UPR XBP1 act -2, CXCR6 block 0, APJ ag -4, APJ antag -4 and Mdm2 MdmX PPI 9.
COC(=O)C(N)Cc1ccc(Cl)cc1 (stereo unspecified) was read as CHOP UPR activ -0.5, tim23-1 inh -10, EBI2 antag -5, CCR6 antag -2, UPR XBP1 act -6, CXCR6 block 5, APJ ag -5, APJ antag 1 and Mdm2 MdmX PPI 4.
CC(C)(C)NC(=O)NC(=O)COC(=O)CCC1CCCC1 was read as CHOP UPR activ 0.7, tim23-1 inh 29, EBI2 antag 0, CCR6 antag 11, UPR XBP1 act -1, CXCR6 block -6, APJ ag -2, APJ antag -5 and Mdm2 MdmX PPI -8.
Cc1cccc(CN2CCC(CNC(=O)CSc3cc(=O)n(C)c4cc(Cl)ccc34)CC2)c1 was read as CHOP UPR activ 2.5, tim23-1 inh 2, EBI2 antag 6, CCR6 antag 19, UPR XBP1 act -1, CXCR6 block 12, APJ ag -2, APJ antag -13 and Mdm2 MdmX PPI 65*.
COc1ccc(S(=O)(=O)N2CCCCC2)cc1NS(=O)(=O)c1cc(Cl)ccc1Cl was read as CHOP UPR activ 2.6, tim23-1 inh 36, EBI2 antag -4, CCR6 antag 9, UPR XBP1 act 1, CXCR6 block 9, APJ ag 2, APJ antag 1 and Mdm2 MdmX PPI 21.
`CCONC(=NC)c1nonc1N` gave CHOP UPR activ -1.2, tim23-1 inh -5, EBI2 antag -13, CCR6 antag 14, UPR XBP1 act 0, CXCR6 block 11, APJ ag -1, APJ antag 11 and Mdm2 MdmX PPI -1.
`COc1ccc(NC(=O)C(=O)NCCCO)cc1Cl` gave CHOP UPR activ 0.0, tim23-1 inh -12, EBI2 antag 0, CCR6 antag -1, UPR XBP1 act 3, CXCR6 block 3, APJ ag -3, APJ antag 3 and Mdm2 MdmX PPI -8.
CCN(C(=O)CSc1nnc(-c2ccc(F)cc2)c2ccccc12)C1CCS(=O)(=O)C1 (stereo unspecified) was read as CHOP UPR activ 0.5, tim23-1 inh 16, EBI2 antag 0, CCR6 antag 14, UPR XBP1 act -1, CXCR6 block 6, APJ ag -4, APJ antag 8 and Mdm2 MdmX PPI 20.
`COc1ccc(C2=CC(c3cc(OC)c(OC)c(OC)c3)NC(=S)N2)cc1` (stereo unspecified) gave CHOP UPR activ -0.9, tim23-1 inh -49, EBI2 antag -5, CCR6 antag -2, UPR XBP1 act 2, CXCR6 block 0, APJ ag -2, APJ antag -6 and Mdm2 MdmX PPI 18.
C=CCn1c(CNc2ccc(C)cc2)nnc1SCC(=O)N/N=C/c1ccc(O)cc1O was read as CHOP UPR activ -1.2, tim23-1 inh -22, EBI2 antag 3, CCR6 antag 3, UPR XBP1 act 0, CXCR6 block 4, APJ ag 4, APJ antag 0 and Mdm2 MdmX PPI 57*.
For N/C(=N\OC(=O)CCCN1C(=O)c2ccccc2C1=O)c1ccccn1 the results were CHOP UPR activ -0.8, tim23-1 inh 16, EBI2 antag -2, CCR6 antag 5, UPR XBP1 act -1, CXCR6 block 5, APJ ag -3, APJ antag 17 and Mdm2 MdmX PPI 1.
Screening O=C(Nc1cccnc1)c1noc2c1CCCCC2 returned CHOP UPR activ -2.3, tim23-1 inh 12, EBI2 antag 5, CCR6 antag -19, UPR XBP1 act -1, CXCR6 block 2, APJ ag -2, APJ antag 7 and Mdm2 MdmX PPI 3.
`COc1ccc(/C=N/Nc2cc(C)nc3ccc(OC)cc23)c(OC)c1` gave CHOP UPR activ 21, tim23-1 inh -7, EBI2 antag -12, CCR6 antag 10, UPR XBP1 act 5, CXCR6 block 23, APJ ag 61*, APJ antag -14 and Mdm2 MdmX PPI 100*.
O=C(O)c1ccc(-n2nnc3ccccc32)c([N+](=O)[O-])c1 was read as CHOP UPR activ -0.7, tim23-1 inh -3, EBI2 antag -3, CCR6 antag 8, UPR XBP1 act 3, CXCR6 block 4, APJ ag 2, APJ antag -4 and Mdm2 MdmX PPI -15.
CCN(CC)CCCNC(=O)c1oc2ccc(S(=O)(=O)N3CC(C)CC(C)C3)cc2c1C (stereo unspecified) was read as CHOP UPR activ 1.9, tim23-1 inh 21, EBI2 antag -1, CCR6 antag 10, UPR XBP1 act 6, CXCR6 block 8, APJ ag -2, APJ antag -2 and Mdm2 MdmX PPI 46.
Screening CN(C)S(=O)(=O)Oc1ccc(C(=O)Nc2cccc(Cl)c2)cc1 returned CHOP UPR activ 3.1, tim23-1 inh 47, EBI2 antag 43, CCR6 antag 5, UPR XBP1 act 0, CXCR6 block 8, APJ ag -1, APJ antag -10 and Mdm2 MdmX PPI -88.
CN(C)c1nc(Cl)cc(N2CCOCC2)n1 was read as CHOP UPR activ 0.8, tim23-1 inh 14, EBI2 antag -8, CCR6 antag -1, UPR XBP1 act 3, CXCR6 block 2, APJ ag -1, APJ antag 17 and Mdm2 MdmX PPI -16.

Random excerpt: 2 records from the list, in no set order.
O=C(O)c1ccc(-n2nnc3ccccc32)c([N+](=O)[O-])c1 was read as CHOP UPR activ -0.7, tim23-1 inh -3, EBI2 antag -3, CCR6 antag 8, UPR XBP1 act 3, CXCR6 block 4, APJ ag 2, APJ antag -4 and Mdm2 MdmX PPI -15.
CN(C)c1nc(Cl)cc(N2CCOCC2)n1 was read as CHOP UPR activ 0.8, tim23-1 inh 14, EBI2 antag -8, CCR6 antag -1, UPR XBP1 act 3, CXCR6 block 2, APJ ag -1, APJ antag 17 and Mdm2 MdmX PPI -16.

High-throughput results deposited in PubChem by Sanford-Burnham Center for Chemical Genomics.

Not all compounds are listed (hit frequency here may not be typical).
